# MrgX1 agonist – human MrgX1 receptor agonism, primary screen; B-score at 10 µM; hit rate 0.44% among 310,000; AID 588627; MrgX1-HEK293 cells, Fluo-4 calcium fluorescence, agonist mode; hits give high values; Q96LB2;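 active = calcium response B-score plate-corrected fluorescence ratio at least 3 library SD, with starting fluorescence B-score inside 5 SD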
#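 Material – MrgX1-expressing HEK293 cells · Input – 15,000 cells seeded per well · Dosing – compound as first of three additions · Times – overnight seeding, then 1 h dark dye loading · Measured by – kinetic Fluo-4 NW fluorescence of intracellular calcium · Read-out – B-scored fluorescence response ratio · Benchmarks – positive and negative control wells on each plate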
# MrgX1 PAM – allosterically activates human MrgX1 receptor signaling; Q96LB2; MrgX1-HEK293, Fluo-4 calcium flux, FDSS; hits give high values; B-score at 10 µM; hit rate 0.63% among 310,000;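 active = plate-corrected calcium response at least 3 library SD above typical, normal starting fluorescence, not activating the receptor alone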;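 also: compound read alongside a low EC10 to EC30 dose of BAM8-22 agonist; peak minus trough fluorescence over baseline measured at the second addition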
# TMEM16A inh – mouse TMEM16A channel inhibition, primary screen | HEK293 TMEM16A/YFP iodide influx fluorescence, ionomycin | hit rate 1.2% among 310,000 | Q8BHY3 | normalized B-score (activity score, 25-100; higher = stronger inhibition) at 10 µM | AID 588511;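 active = ratio plate-corrected score three or more library SD toward inhibition, starting fluorescence score within five deviations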;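 also: score derived from kinetic fluorescence span divided by baseline fluorescence per well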
# RGS4 act – RGS4 potentiation or activation; HEK293 M3R/inducible RGS4, carbachol calcium flux Fluo4; hits give low values; B-score at 10 µM; hit rate 0.92% among 310,000; AID 463111;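 active = B-score of the integrated calcium signal more than 4 SD below the library mean, with starting fluorescence not abnormally high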;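 also: negative B-score means reduced calcium response which marks RGS4 activation or potentiation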
#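 Also added: carbachol at ECmax as muscarinic agonist stimulus; Assay system: HEK293 cells with stable M3R and inducible RGS4; Timing: overnight RGS4 induction, 30 min dye load 37 °C, 20 min compound RT; Measured by: Fluo4-AM (2 µM) calcium-flux fluorescence, kinetic read.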
# KCNK3 block – human KCNK3 channel inhibition, primary screen. O14649. CHO-KCNK3 thallium flux, FluxOR fluorescence; hits give low values. B-score at 10 µM. hit rate 0.84% among 340,000. AID 602410;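 active = B-score under library mean minus 4 SD, starting fluorescence ratio at most library mean plus 5 SD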;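 also: more negative B-score means stronger inhibition of thallium flux through KCNK3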
# Target sequence (O14649 whole entry, looked up): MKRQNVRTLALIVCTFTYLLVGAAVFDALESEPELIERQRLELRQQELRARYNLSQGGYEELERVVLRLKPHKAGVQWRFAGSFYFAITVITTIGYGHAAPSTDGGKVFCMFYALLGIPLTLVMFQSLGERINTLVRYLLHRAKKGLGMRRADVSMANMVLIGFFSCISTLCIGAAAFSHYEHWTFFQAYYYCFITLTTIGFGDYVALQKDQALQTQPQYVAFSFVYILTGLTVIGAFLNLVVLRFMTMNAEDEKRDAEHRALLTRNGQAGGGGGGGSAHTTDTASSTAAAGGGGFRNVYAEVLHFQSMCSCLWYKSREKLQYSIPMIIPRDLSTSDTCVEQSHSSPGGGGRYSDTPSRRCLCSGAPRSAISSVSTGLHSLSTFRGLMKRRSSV
# RGS4 block – human RGS4 inhibition; P49798; HEK293 M3R/RGS4 inducible, Fluo-4 calcium flux; hits give high values; triggered by carbachol at its EC20; B-score at 10 µM; hit rate 0.45% among 310,000; AID 463165;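 active = B-score, a plate-corrected calcium signal, over three deviations above library mean, with baseline fluorescence within five deviations of library mean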;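 also: RGS4 expression induced by doxycycline in cells with stable M3 receptor; B-score is computed from the integrated fluorescence ratio over baseline after carbachol; higher B-score means a larger calcium signal and so more RGS4 inhibition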
# KCNQ1 block – human KCNQ1 channel inhibition; hit rate 1.3% among 310,000; P51787; B-score at 10 µM; CHO-K1 KCNQ1, FluxOR thallium flux fluorescence; hits give high values;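 active = compounds whose thallium flux B-score, printed positive for inhibition, exceeds three library SD while starting fluorescence stays within three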;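 also: channel opened by potassium depolarization with thallium stimulus after 20 min compound exposure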
# Target sequence (P51787 whole entry, looked up): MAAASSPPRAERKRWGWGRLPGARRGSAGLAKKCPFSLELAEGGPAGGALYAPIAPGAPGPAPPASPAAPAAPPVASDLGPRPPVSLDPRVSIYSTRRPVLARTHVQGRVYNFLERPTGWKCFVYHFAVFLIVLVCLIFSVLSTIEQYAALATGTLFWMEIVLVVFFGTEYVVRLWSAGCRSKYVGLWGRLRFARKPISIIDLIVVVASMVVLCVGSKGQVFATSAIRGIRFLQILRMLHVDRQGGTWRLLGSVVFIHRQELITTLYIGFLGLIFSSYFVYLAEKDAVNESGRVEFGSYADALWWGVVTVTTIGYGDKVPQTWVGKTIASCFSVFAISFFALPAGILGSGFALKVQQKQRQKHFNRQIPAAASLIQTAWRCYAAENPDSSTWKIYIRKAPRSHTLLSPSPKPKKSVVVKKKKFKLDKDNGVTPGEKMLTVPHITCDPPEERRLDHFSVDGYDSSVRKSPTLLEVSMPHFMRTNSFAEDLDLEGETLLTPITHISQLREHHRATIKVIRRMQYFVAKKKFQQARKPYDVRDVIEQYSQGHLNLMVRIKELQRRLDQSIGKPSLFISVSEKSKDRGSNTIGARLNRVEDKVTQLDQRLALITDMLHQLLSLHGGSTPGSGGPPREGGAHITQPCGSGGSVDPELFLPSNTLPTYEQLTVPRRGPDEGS
# hERG protect – hERG (human) protection from proarrhythmic block. Q12809. CHO-hERG, FluxOR thallium flux, dofetilide IC70 present. activation (rescue from dofetilide block), less the hit threshold, % at 10 µM. hit rate 0.51% among 310,000;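 active = activation above the mean of controls blocked by dofetilide plus 5 SD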;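 also: thallium influx through hERG after potassium depolarization seen as dye fluorescence rise; in these data hits start at about 4.7%; inactives centre near -7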
# TMEM16A act – activates or potentiates the mouse TMEM16A chloride channel. hit rate 0.3% among 340,000. B-score at 10 µM. HEK293 TMEM16A/YFP-H148Q/I152L, iodide quench fluorescence; hits give low values. Q8BHY3;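 active = fluorescence-ratio B-score plate-corrected deviation score at least 3 library SD below zero, with starting fluorescence score within 5 deviations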;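 also: channel opened by trigger with iodide after compound preincubation; score built on the fluorescence ratio of max minus min over baseline; more negative score means more quench and so TMEM16A activation or potentiation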
# KCNQ1 act – potentiators or activators of human KCNQ1 potassium channel; B-score at 10 µM; CHO-K1 KCNQ1, thallium flux FluxOR fluorescence; hits give high values; AID 2648; hit rate 0.35% among 310,000;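 active = fluorescence ratio B-score, a plate-corrected score, at least three library SD, with initial intensity B-score within 5 SD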
#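 System: Stable KCNQ1 CHO-K1 line | Incubation: 90 min dye loading and 20 min compound exposure, both at room temperature | Measure: Ratio B score | Medium: Assay buffer for compound exposure, DMSO matched across wells | Compound dosing: Single-concentration screen | Probe or stimulus: K+/Tl+ depolarizing stimulus | Measured by: Kinetic FluxOR fluorescence, 10 s baseline plus 110 s post-stimulus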
# KCNK9 inh – blocks the human KCNK9 two-pore domain potassium channel. HEK293 KCNK9, FluxOR thallium flux fluorescence; hits give low values. hit rate 1.2% among 310,000. B-score at 10 µM. AID 488922. Q9NPC2;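 active = ratio B-score over 3 SD below the library mean, with starting fluorescence within 5 SD of its mean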;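 also: negative B-score means less thallium flux so channel inhibition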
# * marks the source's active call; other numbers are inactive results; i = inactive; . = not tested or not shown.
SMILES,MrgX1 agonist,MrgX1 PAM,TMEM16A inh,RGS4 act,KCNK3 block,RGS4 block,KCNQ1 block,hERG protect,TMEM16A act,KCNQ1 act,KCNK9 inh
CS(=O)(=O)N1CCC(C(=O)Nc2ccccc2)CC1,i,i,i,i,i,i,i,-10,i,i,i
Cc1cc(Cl)cc2sc(NC(=O)C3CC3)nc12,i,i,i,i,i,i,i,-3,i,i,i
O=C(NCCCN1CCOCC1)c1c(O)c2ccccc2[nH]c1=O,i,i,i,i,i,i,i,-13,i,i,i
C=C(C)COc1ccc2c(C)c(CC(=O)N3C[C@H]4C[C@@H](C3)c3cccc(=O)n3C4)c(=O)oc2c1C,i,i,i,i,i,i,i,-10,i,i,i
Cc1ccc(S(=O)(=O)Nc2ccc(N3CCN(C)CC3)nc2)cc1,i,i,i,i,i,i,i,-5,i,i,i
N#Cc1cc(Oc2cccnc2)c(Oc2cccnc2)cc1C#N,i,i,i,i,i,i,i,-8,i,i,i
C=CCOc1ccc(/C=C/C(=O)OCC(=O)NCCCc2ccccc2)cc1,i,i,i,i,i,i,i,-4,i,i,i
CN(C)/C=C(\C#N)S(=O)(=O)c1ccc(Cl)cc1,i,i,i,i,i,i,i,-8,i,i,i
COc1ccc(-c2cccc(C(=O)Nc3cccc(C(=O)O)c3)c2)cc1,i,i,i,i,i,i,i,-10,i,i,i
Cc1ccc(C)c(OCC(=O)N/N=C\c2cccn2C)c1,i,i,i,i,i,i,i,-5,i,i,i
Cc1ccc(N(Cc2cc3ccccc3[nH]c2=O)C(=O)c2cccs2)cc1,i,i,i,i,i,i,i,-8,i,i,i
Cc1cc(C)n(-c2nc(-c3ccccc3)cs2)n1,i,i,i,i,i,i,i,-4,i,i,i
CCSc1nnc(Cc2cc(=O)[nH]c(=O)[nH]2)n1-c1cc(C)ccc1C,i,i,i,i,i,i,i,-14,i,i,i
CC(C)S(=O)(=O)c1cnc(-c2ccccn2)nc1N,i,i,i,i,i,i,i,-6,i,i,i
COc1ccc(OC)c(NC(=O)c2nnn(CC(=O)Nc3ccc4c(c3)OCO4)c2N)c1,i,i,i,i,i,i,i,-9,i,i,i
CC(C(=O)Nc1ccc(Cl)cc1)N1C(=O)NC2(CCCC2)C1=O (configuration not stated),i,i,i,i,i,i,i,-3,i,i,i
CCCCc1c(O)nc(N2CCN(Cc3ccccc3)CC2)[nH]c1=O,i,i,i,i,i,i,i,-6,i,i,i
CCN1C(=O)/C(=C\c2cn(CCC#N)nc2-c2ccc(F)cc2)SC1=S,i,i,i,i,i,i,i,-2,i,i,i
CCOC(=O)c1ccc(NC(=O)c2nc[nH]c2C(=O)N2CCN(C(=O)OC(C)(C)C)CC2)cc1,.,.,.,i,.,i,i,-12,.,i,i
O=C(C[n+]1cccc(/C=N/O)c1)N(Cc1ccccc1)Cc1ccccc1,i,i,i,i,i,i,i,-7,i,i,i
CCN(CC)C(=O)CN(C#N)c1nc(C)cc(C)n1,i,i,i,i,i,i,i,-5,i,i,i
NS(=O)(=O)c1ccc(CCNC(=O)c2ccc3ccccc3n2)cc1,i,i,i,i,i,i,i,-19,i,i,i
CCOc1ccc2nc(-c3ccccc3)nc(SCC(=O)Nc3ncc(C)s3)c2c1,i,i,i,i,i,i,i,-9,i,i,i
Cc1cccc(NC(=O)CN2C(=O)S/C(=C\c3cc(C)n(C)c3C)C2=O)c1,i,i,i,i,i,i,i,-23,i,i,i
CCOc1cc(/C=C(/C#N)c2nc3ccccc3[nH]2)ccc1OCc1ccc(C(=O)O)o1,i,i,i,i,i,i,i,-18,i,i,i
# (continued)
SMILES,MrgX1 agonist,MrgX1 PAM,TMEM16A inh,RGS4 act,KCNK3 block,RGS4 block,KCNQ1 block,hERG protect,TMEM16A act,KCNQ1 act,KCNK9 inh
N#Cc1ccc(CSc2nnc(NC(=O)C3CCCO3)s2)cc1 (configuration not stated),i,i,i,i,i,i,i,-13,i,i,i
CCc1ccc2c(c1)cc(C)c1nnc(SCC(=O)Nc3cc(OC)c(OC)cc3C(=O)O)n12,i,i,i,i,i,i,i,-8,i,i,i
O=C(Oc1ccc(=O)n(-c2ccccc2)n1)c1cccc(Cl)c1,i,i,i,i,i,i,i,-15,i,i,i
CCC(C)[C@H](NC(=O)C1CC(=O)N(c2ccc(OC)cc2)C1)C(=O)N1CCCCC1 (some centres not stated),i,i,i,i,i,i,i,-4,i,i,i
O=C(NCC1CCCO1)C1CCCN(S(=O)(=O)c2ccc(F)cc2)C1 (configuration not stated),i,i,i,i,i,i,i,-11,i,i,i
C=CCN(c1ccccc1OC)S(=O)(=O)c1ccc(Cl)c(C(=O)Nc2ccc(N3CCOCC3)cc2)c1,i,i,i,i,i,i,i,-11,i,i,i
COc1cccc(NCc2nnc(SCC(=O)NC3CCS(=O)(=O)C3)n2C2CCCCC2)c1 (configuration not stated),i,i,i,i,i,i,i,-5,i,i,i
Cc1cc(NC(=O)CSc2nnc(NCc3ccccc3)s2)no1,i,i,i,i,i,i,i,-5,i,i,i
O=C(NCc1ccc(F)cc1)C1CCCN1C(=O)Nc1ccc(Cl)cc1 (configuration not stated),i,i,i,i,i,i,i,-10,i,i,i
Cc1cccc2cc(CN(CC3CCCO3)S(=O)(=O)c3ccccc3)c(=O)[nH]c12 (configuration not stated),i,i,i,i,i,i,i,-17,i,i,i
COc1cccc(OCc2cc(/C=N/n3cncn3)ccc2OC)c1,i,i,i,i,i,i,i,-9,i,i,i
COc1cc(NS(C)(=O)=O)cc(OC)c1OC,i,i,i,i,i,i,i,-5,i,i,i
COC(=O)c1ccc(NC(=O)C(C)N2C(=O)c3ccccc3C2=O)cc1 (configuration not stated),i,i,i,i,i,i,i,-10,i,i,i
C/C(=N\NC(=O)CCc1c(C)n[nH]c1C)c1ccc([N+](=O)[O-])cc1,i,i,i,i,i,i,i,-4,i,i,i
CCN1CCN(CCCNC(=O)CN2C(=O)c3cccnc3Oc3ccc(Cl)cc32)CC1,i,i,i,i,i,i,i,-9,i,i,i
C=CCN1C(=O)CSc2ccc(C(=O)NC(C)c3ccccc3)cc21 (configuration not stated),i,i,i,i,i,i,i,-6,i,i,i
Clc1ccc(-c2cc(C3CCNCC3)[nH]n2)c(Cl)c1,i,i,i,i,i,i,i,-9,i,i,i
Cc1ccc(NC(=O)CNc2cccc(S(=O)(=O)N3CCCCC3)c2)cc1F,i,i,25*,i,i,i,i,-17,i,i,-7.6*
O=C(Cc1ccccc1)NNC1CC(=O)N(c2ccccc2)C1=O (configuration not stated),i,i,i,i,i,i,i,-5,i,i,i
Cc1oc2c(c1C(=O)NCCO)CCCC2,i,i,i,i,i,i,i,-5,i,i,i
N#C/C(=C\c1cccc2ccccc12)c1nn(-c2ccccc2)c(N)c1C#N,i,i,i,i,.,i,i,-2,.,i,i
CC(=O)Nc1ccc(NC(=O)Cn2cnc3c(cnn3C(C)(C)C)c2=O)cc1,i,i,i,i,.,i,i,-3,.,i,i
O=c1[nH]c(/C=C\c2cccc(F)c2)nc(O)c1[N+](=O)[O-],i,i,i,i,i,i,i,-2,i,i,i
COc1cc(OC)cc(C(=O)NC(=S)N2CCCCC2c2cccnc2)c1 (configuration not stated),i,i,i,i,i,i,i,-5,i,i,i
Cc1oc(-c2ccccc2F)nc1CSCC(=O)NC1CCC(C)CC1 (configuration not stated),i,i,i,i,i,i,i,-3,i,i,i
# The results go on:
SMILES,MrgX1 agonist,MrgX1 PAM,TMEM16A inh,RGS4 act,KCNK3 block,RGS4 block,KCNQ1 block,hERG protect,TMEM16A act,KCNQ1 act,KCNK9 inh
COc1ccc(N(C)S(=O)(=O)c2cccc(C(=O)Nc3cc(OC)ccc3OC)c2)cc1,i,i,i,i,i,i,i,-11,i,i,i
Cc1cc(C)c(C(=O)O)c(Cl)n1,i,i,i,i,i,i,i,-5,i,i,i
Cc1ccc(S(=O)(=O)N2CCCOC2CNC(=O)C(=O)NCc2ccccc2C)cc1 (configuration not stated),i,i,i,i,i,i,i,-7,i,i,i
O=C1CCCc2c1nc(-c1ccco1)n2O,i,i,i,i,i,i,i,-3,i,i,i
C=CCNC(=O)/C(C#N)=C/c1c(N(Cc2ccccc2)Cc2ccccc2)nc2ccccn2c1=O,i,i,i,i,i,i,i,-11,i,i,i
CC(=O)Oc1ccc(C(=O)c2ccccc2)c(OC(C)=O)c1,i,i,i,i,i,i,i,-11,i,i,i
CC(C)Oc1ccc2nnnn2n1,i,i,i,i,i,i,i,-9,i,i,i
CCn1cnc2c1c(=O)n(CC(=O)N1CCc3ccccc31)c(=O)n2Cc1ccccc1,i,i,i,i,i,i,i,-13,i,i,i
Cc1cccc(N=Cc2c(O)cc(C)oc2=O)c1,i,i,i,i,i,i,i,-3,i,i,i
CC[C@]1(c2cccc(C)c2)C(=O)N(C(=O)OC)N1C(=O)OC,i,i,i,i,i,i,i,-3,i,i,i
O=C(CSc1nnc(-c2ccncc2)o1)Nc1cccc(F)c1,i,i,i,i,i,i,i,-12,i,i,i
Cc1cccn2cc(CCNC(=O)c3ccco3)nc12,i,i,i,i,i,i,i,-9,i,i,i
CC(C)(C)c1ccc(Oc2ccc(NC(=O)CCCC(=O)O)cn2)cc1,i,i,i,i,i,i,i,-7,i,i,i
NS(=O)(=O)c1ccc(NC(=O)/C=C/c2cn(-c3ccccc3)nc2-c2cccc(Cl)c2)cc1,i,i,i,i,i,i,i,-1,i,i,i
CSCC(O)Cn1ncc2ccccc2c1=O (configuration not stated),i,i,i,i,i,i,i,-14,i,i,i
Cc1ccc(S(=O)(=O)NNC(=O)c2sc(=S)n(C)c2C)cc1,i,i,i,i,i,i,i,-9,i,i,i
Cc1ccc(C(=O)COC(=O)CNC(=O)C(c2ccccc2)c2ccccc2)cc1[N+](=O)[O-],i,i,i,i,i,i,i,-6,i,i,i
Cc1cccc(OCCCCNCc2ccccc2)c1,i,i,i,i,i,i,i,-4,i,i,i
Cc1nc2cc(S(=O)(=O)N3CCC(C(=O)O)CC3)ccc2n1C1CCCC1,i,i,i,i,i,i,i,-8,i,i,i

# From PubChem
